# phage Ecoli inh: E. coli growth loss with phage present; growth absorbance; inhibition, % at 11.9 µM; 360,000 tested, 0.26% active; in the data active = inhibition above about 11%
# OPRM1-OPRD1 inv: mu-delta opioid heterodimer inverse agonism | P35372+P41143 | cell-based MOR-DOR heterodimer luminescence | inhibition, % at 9.3 µM | 340,000 tested, 0.21% active | AID 504357; in the data active = inhibition above about 22%, passing the limit was not always enough;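 note: 0% = cells with DMSO and 100% = wells without cells with DMSO; values of inactives mirror those of a sister screen read the other way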
# MOR-DOR ag: agonists of human mu-delta opioid receptor heterodimerization; P35372+P41143; cells, OPRM1-OPRD1 heterodimerization, luminescence; activation, % at 9.3 µM; 340,000 tested, 0.3% active; AID 504326; in the data active = activation above about 18%;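 note: 0% = vehicle-treated cells and 100% = reference agonist; values of inactives mirror those of a sister screen read the other way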
# AddAB inh: less growth of phage-infected E. coli with AddAB; E. coli expressing H. pylori AddAB, absorbance growth; inhibition, % at 11.9 µM; 330,000 tested, 0.29% active; AID 435030; in the data active = inhibition above about 12%;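 note: 0% = vehicle wells of infected cells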
# PfHsp90 set2: reduces growth (ATP signal) of yeast expressing P. falciparum Hsp90; AID 504621; 310,000 tested, 0.32% active; inhibition, % at 9.4 µM; S. cerevisiae expressing PfHsp90, BacTiter-Glo ATP, 48 h; yeast lacking PDR1 and PDR3 efflux regulators;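 active = every replicate shows inhibition above about 80%, whatever the replicate mean, limit read from the data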;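 note: 0% = DMSO neutral controls and 100% = 20 µM radicicol positive controls; yeast relying on Plasmodium falciparum Hsp90 in place of its own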
# PKA-R1A act: activates the PKA-R1A holoenzyme complex. 340,000 tested, 0.083% active. activation, % at 11.4 µM. AID 504707. PKA-R1A dissociation, Cy5-IP20 fluorescence polarization; scaled: DMSO 0%, 113 µM cGMP 100%;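 active = percent activation above the mean of all tested compounds plus 3 SD, cut at about 19% in these data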;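 note: higher means more PKAc released from R1A so a rise in polarization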
# SUMO Mot1 rescue: inhibitors of SUMOylation pathway: yeast Mot1-301 growth rescue. growth rescue, % at 18.8 µM. AID 2716. 320,000 tested, 1% active. S. cerevisiae Mot1-301 growth rescue, ATP luminescence, 38.5C; percent above DMSO median, 100 means doubled;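 active = every valid replicate shows activation above 250% relative to neutral control wells; inactive = the rest, any valid replicate at or below 250%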;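 note: OY570 slx delta 5 strain wells were the positive control but not used for scaling; some compounds called inactive have numbers as strong as hits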
# HTR5A inv ag: inverse agonist of human HTR5A in OPRM1-OPRD1 counter-screen; 340,000 tested, 0.083% active; HTR5A cell line, luminescence, inverse agonism; P47898; inhibition, % at 9.3 µM; AID 504634; in the data active = inhibition mostly above about 23%, no sharp cut-off; inactive = mostly below about 18%;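 note: 0% = cells with DMSO and 100% = no-cell wells with DMSO; some compounds called inactive have numbers as strong as hits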
# Pemphigus Ab inh: blocks pemphigus antibody binding to human desmoglein-3 | DSG3-coupled beads, scFv-anti-DSG3-GFP binding, flow cytometry; stronger effect = lower value | AID 588358 | binding (percent of control), % at 10 µM | P32926 | 310,000 tested, 0.48% active;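 active = binding more than 3 SD below its plate's average and above zero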;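 note: hits lower antibody fragment binding to DSG3; some compounds called inactive have numbers as strong as hits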
# Target sequence (P32926 whole entry, looked up, the tested form may be a part): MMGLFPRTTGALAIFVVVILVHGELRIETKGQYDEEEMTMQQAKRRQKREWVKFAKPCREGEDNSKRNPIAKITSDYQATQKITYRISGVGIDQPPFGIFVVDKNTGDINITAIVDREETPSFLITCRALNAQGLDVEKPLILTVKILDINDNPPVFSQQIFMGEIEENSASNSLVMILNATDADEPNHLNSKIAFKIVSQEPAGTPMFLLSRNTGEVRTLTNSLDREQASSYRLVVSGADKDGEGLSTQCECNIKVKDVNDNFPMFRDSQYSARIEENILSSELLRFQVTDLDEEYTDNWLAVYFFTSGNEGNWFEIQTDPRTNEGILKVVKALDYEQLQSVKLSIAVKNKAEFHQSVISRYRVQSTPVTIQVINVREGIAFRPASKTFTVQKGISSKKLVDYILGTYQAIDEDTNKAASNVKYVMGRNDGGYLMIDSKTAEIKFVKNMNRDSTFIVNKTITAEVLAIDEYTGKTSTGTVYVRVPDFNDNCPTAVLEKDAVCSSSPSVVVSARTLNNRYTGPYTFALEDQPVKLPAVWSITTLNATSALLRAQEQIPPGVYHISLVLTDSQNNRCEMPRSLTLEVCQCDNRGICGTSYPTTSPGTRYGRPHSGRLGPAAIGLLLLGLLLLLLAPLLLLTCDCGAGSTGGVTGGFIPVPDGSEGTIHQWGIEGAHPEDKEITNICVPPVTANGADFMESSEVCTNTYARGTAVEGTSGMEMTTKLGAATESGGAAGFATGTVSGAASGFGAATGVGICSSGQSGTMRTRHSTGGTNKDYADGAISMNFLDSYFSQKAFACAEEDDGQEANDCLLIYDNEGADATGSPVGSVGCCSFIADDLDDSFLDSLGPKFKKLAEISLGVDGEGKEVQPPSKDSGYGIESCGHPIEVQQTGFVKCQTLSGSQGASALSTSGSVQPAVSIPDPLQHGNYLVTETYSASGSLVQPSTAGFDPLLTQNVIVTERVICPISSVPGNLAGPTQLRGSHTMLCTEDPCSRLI
# E coli growth: counter-screen for AddAB inhibitors: E. coli growth inhibition; inhibition, % at 11.9 µM; AID 449728; E. coli V3065 growth, OD600 absorbance, 18 h; 330,000 tested, 0.27% active;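 active = inhibition above the campaign's mean inhibition across all tested compounds plus 3 SD, cut at about 9.9% in these data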;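 note: uninfected addAB+ strain grown without phage in ampicillin broth; 0% = DMSO wells and 100% = ciprofloxacin 0.95 µg/ml wells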
# HTR5A ag ctr: counter-screen for OPRM1-OPRD1 agonists: human HTR5A agonism | P47898 | HTR5A agonist assay, luminescence, cell-based | activation, % at 9.3 µM | 340,000 tested, 0.61% active | AID 504692; in the data active = activation mostly above about 9.5%, no sharp cut-off; inactive = mostly below about 7.6%;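 note: 0% = cells with vehicle only and 100% = reference agonist; strong numbers were not always called active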
# * hit, by the source's call; . = not tested or not shown.
1	CC(C)C1C(=O)CC(c2ccccc2)NC1c1ccccc1 (stereo unspecified)
2	CCOc1cc(N2CCOCC2)c(OCC)cc1NC(=O)CN1C(=O)NC(Cc2ccccc2)C1=O (stereo unspecified)
3	O=S(=O)(Cc1ccc(Cl)cc1)Nc1ccc(Cl)cn1
4	c1ccc(-c2csc(-c3cccnc3)n2)cc1
5	COc1ccc2cc(C(=O)COC(=O)COc3ccc4c(C)cc(=O)oc4c3)ccc2c1

assay / entry,1,2,3,4,5
phage Ecoli inh,0.4,2.8,3.2,1.5,3.1
OPRM1-OPRD1 inv,-33,2,-1,11,12
MOR-DOR ag,6.7,-0.5,0.3,-2.3,-2.0
AddAB inh,1.2,1.3,2.5,-1.6,-1.2
PfHsp90 set2,13,-22,5,-15,-6
PKA-R1A act,-9,8,-6,-6,-3
SUMO Mot1 rescue,15,7,47,47,0
HTR5A inv ag,-17,-8,-8,9,-6
Pemphigus Ab inh,109,98,108,81,69*
E coli growth,0.4,-2.3,-1.0,-1.4,-2.4
HTR5A ag ctr,5,2,3,-4,2

6	N#Cc1cc2c(nc1SCC(=O)Nc1nccs1)CCCCC2
7	CC(C)N(C(=O)[C@H]1C[C@H](CC(=O)NCC23CC4CC(CC(C4)C2)C3)C(=O)N2CCc3c([nH]c4cc(CCC(=O)N(C)C)ccc34)[C@]12C)C(C)C
8	COc1ccccc1CC(=O)Nc1cc(Cl)ccc1O
9	O=C(CSc1ccc2nnc(-c3cccnc3)n2n1)Nc1cccc(F)c1
10	CC(C)N=C(NS(=O)(=O)c1ccc(Br)cc1)c1ccc(Cl)cc1

assay / entry,6,7,8,9,10
phage Ecoli inh,2.7,1.1,4.6,1.3,4.3
OPRM1-OPRD1 inv,-29,-8,3,11,-1
MOR-DOR ag,5.4,1.6,-0.6,-3.3,0.2
AddAB inh,1.6,-2.5,3.9,0.2,0.2
PfHsp90 set2,-8,1,-9,-2,3
PKA-R1A act,-10,1,-6,-1,-1
SUMO Mot1 rescue,8,.,-6,-3,2
HTR5A inv ag,-36,-3,0,4,-28
Pemphigus Ab inh,101,113,.,111,99
E coli growth,-0.1,-3.9,3.3,0.5,-1.9
HTR5A ag ctr,8,1,-3,-2,1

11	CCCCNC(=O)COC(=O)c1ccc(N(C)C)cc1
12	NC(=O)C1(N2CCCCC2)CCN(c2nc(-c3ccc(Br)cc3)cs2)CC1
13	CCN(CC(=O)Nc1ccccc1OC)C(=O)Cn1cnc2ccccc2c1=O
14	CN(C)S(=O)(=O)c1ccc(C(=O)Nc2nnc(SCC(=O)NCC3CCCO3)s2)cc1 (stereo unspecified)
15	CCOC(=O)c1c(-c2ccc(OC)cc2)csc1/N=C/C1C(=O)CCCC1=O

assay / entry,11,12,13,14,15
phage Ecoli inh,2.5,1.2,1.0,-1.6,1.2
OPRM1-OPRD1 inv,4,1,9,10,1
MOR-DOR ag,-0.8,-0.2,-1.9,-3.1,-0.1
AddAB inh,3.1,-1.9,2.1,-0.9,1.9
PfHsp90 set2,19,-13,-10,-19,-15
PKA-R1A act,-10,3,4,0,5
SUMO Mot1 rescue,-13,215,6,-27,-2
HTR5A inv ag,23,-12,17,-16,-13
Pemphigus Ab inh,98,89,106,113,105
E coli growth,4.2,-2.7,1.4,-1.3,-0.7
HTR5A ag ctr,2,4,4,-1,4

16	COc1ccc(CCNC(=O)CSc2nc3[nH]ncc3c(=O)n2-c2ccccc2Br)cc1OC
17	O=C(CSc1nnc(CNc2cccc(Cl)c2)o1)OC1CCCCC1
18	CN1/C(=C\C(=O)CSc2nnc(N)s2)C(C)(C)c2ccccc21
19	O=C(O)CCCCCNc1ncnc2ccc(Br)cc12
20	O=C1Nc2ccc([N+](=O)[O-])cc2C1(O)N1CCCCC1 (stereo unspecified)

assay / entry,16,17,18,19,20
phage Ecoli inh,2.9,3.5,1.7,3.1,0.9
OPRM1-OPRD1 inv,14,-20,5,4,-5
MOR-DOR ag,-2.6,3.2,-0.9,-0.8,0.9
AddAB inh,-0.7,-0.8,-1.1,-0.3,1.5
PfHsp90 set2,-4,-43,-1,-6,2
PKA-R1A act,4,8,-7,-6,-5
SUMO Mot1 rescue,82,4,-10,-7,8
HTR5A inv ag,7,-15,9,-3,13
Pemphigus Ab inh,96,101,101,99,98
E coli growth,0.1,-1.5,0.1,2.6,-0.7
HTR5A ag ctr,4,3,-3,5,-6

21	CCOc1ccc(C(=O)C(C)OC(=O)C2CCN(c3ccc(C(F)(F)F)cn3)CC2)cc1 (stereo unspecified)
22	CCOC(=O)C1CCN(c2c(N3CCN(c4ccccc4OC)CC3)c(=O)c2=O)CC1
23	Cc1ccc(CS(=O)Cc2ccc(C(=O)N3CCN(c4ccc(F)cc4)CC3)o2)cc1 (stereo unspecified)
24	CCOC(=O)C(C)Sc1nnc(-c2ccccc2O)n1-c1ccc(C)cc1 (stereo unspecified)
25	Cc1ccc(N(C)C(=O)CN(C)S(=O)(=O)c2ccc3c(c2)n(C)c(=O)c(=O)n3C)cc1

assay / entry,21,22,23,24,25
phage Ecoli inh,0.2,3.1,2.3,0.6,-0.1
OPRM1-OPRD1 inv,-14,3,12,0,22
MOR-DOR ag,2.2,-0.5,-2.2,0.0,-4.3
AddAB inh,1.6,.,1.0,0.5,4.4
PfHsp90 set2,29,3,-9,.,-18
PKA-R1A act,6,5,8,10,-3
SUMO Mot1 rescue,-5,.,11,-3,3
HTR5A inv ag,-8,-13,24,0,-9
Pemphigus Ab inh,107,97,99,.,.
E coli growth,3.3,.,0.1,-2.9,1.1
HTR5A ag ctr,-5,5,1,0,-1

# Next part, starting with the last 4 of the part before.
22	CCOC(=O)C1CCN(c2c(N3CCN(c4ccccc4OC)CC3)c(=O)c2=O)CC1
23	Cc1ccc(CS(=O)Cc2ccc(C(=O)N3CCN(c4ccc(F)cc4)CC3)o2)cc1 (stereo unspecified)
24	CCOC(=O)C(C)Sc1nnc(-c2ccccc2O)n1-c1ccc(C)cc1 (stereo unspecified)
25	Cc1ccc(N(C)C(=O)CN(C)S(=O)(=O)c2ccc3c(c2)n(C)c(=O)c(=O)n3C)cc1
26	CCOc1c(C)cnc2c1c(=O)n(Cc1cccc(Cl)c1)c(=O)n2C
27	CC(C)n1c(=O)n(CC(=O)NCC2CCCO2)c(=O)c2c3c(sc21)COC(C)(C)C3 (stereo unspecified)
28	CC(NC(=O)C(C)N1c2cccc3cccc(c23)S1(=O)=O)c1ccccc1 (stereo unspecified)
29	COc1ccccc1-n1c(SCC(=O)Nc2cc(C)on2)nc2c([nH]c3ccccc32)c1=O
30	C/C(=N\Nc1ccc(S(N)(=O)=O)cc1[N+](=O)[O-])c1cccnc1

assay / entry,22,23,24,25,26,27,28,29,30
phage Ecoli inh,3.1,2.3,0.6,-0.1,-0.5,-1.4,0.0,0.6,1.6
OPRM1-OPRD1 inv,3,12,0,22,-18,18,3,16,-19
MOR-DOR ag,-0.5,-2.2,0.0,-4.3,3.4,-3.5,-0.5,-3.0,3.0
AddAB inh,.,1.0,0.5,4.4,1.2,4.5,4.5,1.0,1.4
PfHsp90 set2,3,-9,.,-18,-19,-11,16,-19,11
PKA-R1A act,5,8,10,-3,2,-19,15,-6,3
SUMO Mot1 rescue,.,11,-3,3,3,-7,75,11,10
HTR5A inv ag,-13,24,0,-9,9,0,-19,0,-10
Pemphigus Ab inh,97,99,.,.,104,105,106,104,88
E coli growth,.,0.1,-2.9,1.1,-0.5,-1.9,2.1,-0.2,-0.1
HTR5A ag ctr,5,1,0,-1,2,1,7,-1,4

# Given tab-delimited: 5 of the compounds above.
item	SMILES	phage Ecoli inh	OPRM1-OPRD1 inv	MOR-DOR ag	AddAB inh	PfHsp90 set2	PKA-R1A act	SUMO Mot1 rescue	HTR5A inv ag	Pemphigus Ab inh	E coli growth	HTR5A ag ctr
26	CCOc1c(C)cnc2c1c(=O)n(Cc1cccc(Cl)c1)c(=O)n2C	-0.5	-18	3.4	1.2	-19	2	3	9	104	-0.5	2
27	CC(C)n1c(=O)n(CC(=O)NCC2CCCO2)c(=O)c2c3c(sc21)COC(C)(C)C3 (stereo unspecified)	-1.4	18	-3.5	4.5	-11	-19	-7	0	105	-1.9	1
28	CC(NC(=O)C(C)N1c2cccc3cccc(c23)S1(=O)=O)c1ccccc1 (stereo unspecified)	0.0	3	-0.5	4.5	16	15	75	-19	106	2.1	7
29	COc1ccccc1-n1c(SCC(=O)Nc2cc(C)on2)nc2c([nH]c3ccccc32)c1=O	0.6	16	-3.0	1.0	-19	-6	11	0	104	-0.2	-1
30	C/C(=N\Nc1ccc(S(N)(=O)=O)cc1[N+](=O)[O-])c1cccnc1	1.6	-19	3.0	1.4	11	3	10	-10	88	-0.1	4

# Carrying on.
31	C[C@H](NC(=O)c1nc[nH]c1C(=O)N[C@@H](Cc1ccccc1)C(=O)OC(C)(C)C)C(=O)OCc1ccccc1
32	O=C(NCCCN1CCCC1=O)c1ccc(S(=O)(=O)Nc2ccccc2F)cc1
33	O=C(NC(Cc1c[nH]c2ccccc12)C(=O)O)/C(=C\c1ccccc1)NC(=O)c1ccccc1 (stereo unspecified)
34	O=C(CCN1C(=O)S/C(=C\c2ccccc2)C1=O)N1CCOCC1
35	C/C(=N\NC(=O)c1ccc(NS(=O)(=O)c2cccs2)cc1)c1ccc(C(C)(C)C)cc1
36	COCc1cc(=O)[nH]c(Cc2c(Cl)cccc2Cl)n1
37	O=C(/C=C/Nc1ccc(F)c(F)c1)c1ccc(Br)cc1
38	Cc1ccccc1Cn1c(=N)n(CC(=O)c2ccco2)c2ccccc21

assay / entry,31,32,33,34,35,36,37,38
phage Ecoli inh,-1.8,1.1,2.0,2.1,2.4,-3.4,0.6,1.3
OPRM1-OPRD1 inv,-8,3,-3,16,-11,15,-16,7
MOR-DOR ag,1.4,-0.5,0.4,-3.0,1.6,-3.4,3.0,-1.2
AddAB inh,0.6,1.5,1.3,6.8,2.8,1.5,4.0,1.8
PfHsp90 set2,6,.,-16,-14,3,23,-4,-9
PKA-R1A act,4,0,-9,-12,-8,10,-1,-11
SUMO Mot1 rescue,8,-17,4,-5,-20,13,-7,-18
HTR5A inv ag,1,0,13,14,6,-16,-11,-4
Pemphigus Ab inh,292,99,.,77,88,96,96,111
E coli growth,-3.4,0.0,-0.8,-1.4,1.6,-1.6,0.8,-2.2
HTR5A ag ctr,2,-1,-5,-3,-2,4,3,0

# Screening results (PubChem BioAssay)
